Screening data: PubChem, NMMLSC
CIT2-GFP yeast – alters CIT2-GFP fluorescence in TOR pathway yeast screen | S. cerevisiae CIT2-GFP strain, flow cytometry, 3 h; 100 means same as DMSO wells | GFP response vs DMSO, % at 10 µM | actives 0.065% (n = 320,000) | AID 2029;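 active = GFP response relative to DMSO above a set limit, near the screen mean plus 3 SD, cut at about 150% in these data; inconclusive = Fewer than 70 cells measured for a yeast strain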;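 also: ratio of well median GFP fluorescence to mean of DMSO wells on the plate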
VLA-4 inh – inhibition in a human VLA-4 binding assay | P13612 | VLA-4 expressing cells, ligand binding flow cytometry | inhibition, % (about 7 µM as worked out from the volumes in the protocol) | actives 0.2% (n = 330,000) | AID 2557; in the data active = inhibition above about 50%
Target sequence (P13612 whole entry, looked up): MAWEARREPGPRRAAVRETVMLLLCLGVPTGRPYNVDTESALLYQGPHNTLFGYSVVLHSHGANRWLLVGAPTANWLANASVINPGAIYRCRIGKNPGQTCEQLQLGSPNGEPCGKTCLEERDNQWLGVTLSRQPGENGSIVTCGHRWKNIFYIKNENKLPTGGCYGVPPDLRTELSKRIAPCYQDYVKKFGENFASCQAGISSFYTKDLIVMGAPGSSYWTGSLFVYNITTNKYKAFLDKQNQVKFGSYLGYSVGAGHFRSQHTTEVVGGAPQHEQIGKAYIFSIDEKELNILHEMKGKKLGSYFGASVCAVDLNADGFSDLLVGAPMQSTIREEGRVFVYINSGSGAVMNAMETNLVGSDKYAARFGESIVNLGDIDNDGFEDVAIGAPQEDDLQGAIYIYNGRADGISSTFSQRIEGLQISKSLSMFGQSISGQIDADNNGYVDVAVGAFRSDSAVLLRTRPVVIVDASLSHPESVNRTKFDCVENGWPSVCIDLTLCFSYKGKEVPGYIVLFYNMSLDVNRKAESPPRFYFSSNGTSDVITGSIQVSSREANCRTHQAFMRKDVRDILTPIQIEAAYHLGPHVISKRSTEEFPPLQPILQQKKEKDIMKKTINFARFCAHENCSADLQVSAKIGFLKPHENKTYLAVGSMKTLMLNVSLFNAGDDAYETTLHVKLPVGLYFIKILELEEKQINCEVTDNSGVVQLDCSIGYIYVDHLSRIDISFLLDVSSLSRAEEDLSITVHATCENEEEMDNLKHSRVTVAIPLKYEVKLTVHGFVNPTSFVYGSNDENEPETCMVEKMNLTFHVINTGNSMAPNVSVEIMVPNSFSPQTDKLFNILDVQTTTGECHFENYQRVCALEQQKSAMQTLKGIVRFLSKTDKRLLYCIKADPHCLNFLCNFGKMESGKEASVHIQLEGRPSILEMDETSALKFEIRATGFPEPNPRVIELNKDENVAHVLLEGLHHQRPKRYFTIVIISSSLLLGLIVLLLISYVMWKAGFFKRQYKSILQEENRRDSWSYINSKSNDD
LAP4-GFP MLPCN – yeast TOR pathway LAP4-GFP modulation. S. cerevisiae LAP4-GFP multiplex, flow cytometry GFP, 3 h; median GFP as percent of DMSO wells. GFP response vs DMSO, % at 10 µM. actives 0.34% (n = 320,000). AID 2023;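 active = GFP response vs DMSO above a set limit, about the screen mean plus 3 SD, cut at about 150% in these data; inconclusive = under 70 cell events counted for the yeast strain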
CR mimetic SO – lowers age-related superoxide in aged yeast cells; S. cerevisiae aged cells, superoxide DHE fluorescence; hits give low values; superoxide response (% of plate mean), % at 10 µM; actives 0.18% (n = 330,000);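 active = superoxide response under a set limit, about three screen SD below normal, cut at about 65% in these data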;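 also: yeast aged for seven days with compound at 30 °C before DHE staining; 100% = average MFI of all compound-treated wells on the plate with controls excluded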
GRK2 inh – inhibitors of human GRK2 displacing RNA aptamer; P25098; bead flow cytometry, FAM-aptamer displacement from GRK2; actives 0.59% (n = 330,000); inhibition of aptamer binding, % at 10 µM;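 active = inhibition of aptamer binding above 40%, roughly 3 SD of noise, on plates passing a quality check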;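 also: median bead fluorescence of bound FAM aptamer so fluorescent compounds give negative values; no value below 0 was filed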
RPL19A-GFP yeast – modulators of TOR pathway RPL19A-GFP in S. cerevisiae; percent response vs DMSO, % at 10 µM; S. cerevisiae RPL19A-GFP strain, flow cytometry, 3 h; hits give low values; AID 2025; actives 0.3% (n = 330,000);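 active = percent response vs DMSO below 50%; inconclusive = fewer than 70 events counted for the yeast strain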;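 also: median channel GFP fluorescence of the barcoded RPL19A-GFP strain; ratio of sample median GFP to plate DMSO average so 100% = DMSO; lower means less RPL19A-GFP as with rapamycin TOR inhibition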
AGP1 TOR yeast – modulators of TOR pathway AGP1-GFP in S. cerevisiae | actives 0.02% (n = 320,000) | S. cerevisiae AGP1-GFP multiplex flow cytometry, 3 h; GFP as percent of DMSO wells | AID 2066 | GFP response vs DMSO, % at 10 µM;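 active = GFP response relative to DMSO above a set limit, near screen average plus 3 SD, cut at about 150% in these data; inconclusive = fewer than 70 cells counted for the yeast strain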;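 also: median GFP channel fluorescence of the gated AGP1 strain per well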
MEP2 TOR yeast – yeast TOR pathway MEP2-GFP modulation | actives 0.51% (n = 330,000) | GFP response vs DMSO, % at 10 µM | S. cerevisiae MEP2-GFP strain, flow cytometry GFP, 3 h; 100% = DMSO control level;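 active = GFP response versus DMSO above a set limit, roughly screen mean plus 3 SD, cut at about 180% in these data; inconclusive = fewer than 70 cells counted for a yeast strain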;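 also: median GFP fluorescence of the barcode-gated MEP2-GFP cells per well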
* hit, by the source's call; u = inconclusive; x = not tested or not shown; [ ] = another dose, or the depositor's remark. Outcome played no part in choosing rows, and some 1.7% of all compounds hit somewhere here.

SMILES | CIT2-GFP yeast | VLA-4 inh | LAP4-GFP MLPCN | CR mimetic SO | GRK2 inh | RPL19A-GFP yeast | AGP1 TOR yeast | MEP2 TOR yeast
C[C@H](NC(=O)c1ccco1)C(=O)Nc1nnc(SCc2ccccc2)s1 | 87 | 5 | 90 | 98 | 2 | 94 | 88 | 92
CC(C)(C)C(=O)Cn1c(NCCO)nc2ccccc21 | 82 | -16 | 94 | 117 | 3 | 93 | 90 | 95
N=C(N)c1ccc(O)cc1 | 95 | -15 | 89 | 93 | 0 | 87 | 88 | 91
COC(=O)c1ccc(N2CCN(C)CC2)c(NC(=O)c2cccnc2)c1 | 99 | 3 | 100 | 111 | 0 | 94 | 98 | 105
CS(=O)(=O)c1ccccc1C(=O)Nc1cc2c(cc1C(=O)O)OCCCO2 | 114 | -4 | 90 | 91 | 0 | 103 | 100 | 106
CCOc1ccc(C2Nc3ccccc3NC3=C2C(=O)CC(C)(C)C3)cc1OC (stereo not drawn) | 103 | 8 | 98 | 109 | 0 | 101 | 99 | 108
Nc1nc(-c2ccccn2)nc(N)c1Cc1c(F)cccc1Cl | 99 | 7 | 97 | 95 | 0 | 99 | 104 | 96
COc1ccc(N2C(=O)/C(=C\c3ccco3)N=C2SCC(=O)NC(C)(C)C)cc1Cl | 98 | 11 | 99 | 115 | 0 | 96 | 99 | 94
CC(C)(C)c1ccc(C(=O)N2CCN(c3nc4ccccc4o3)CC2)cc1 | 90 | 28 | 98 | 97 | 0 | 105 | 92 | 101
COc1cccc(OC)c1C(=O)OCCCOC(=O)c1c(OC)cccc1OC | 100 | 13 | 98 | 104 | 2 | 101 | 97 | 96
O=C(O)c1cccc(-n2cccc2C=C2C(=O)c3ccccc3C2=O)c1 | 92 | -3 | 97 | 117 | 10 | 96 | 99 | 101
O=C(C1CCCN(S(=O)(=O)c2cnc[nH]2)C1)N1CCN(c2ccc(Cl)cc2)CC1 (stereo not drawn) | 95 | 45 | 99 | 103 | 1 | 101 | 98 | 109
COc1ccccc1C(=O)N/C(=C\c1ccc(Br)cc1)C(=O)N1CCCC1 | 99 | -3 | 114 | 97 | 2 | 102 | 109 | 105
COc1ccc(C(=O)N(C(C)C)C(C)C)c(OC)c1 | u | 0 | 89[may fluoresce violet] | 84 | 1 | 38*[may fluoresce violet] | u | 234*[may fluoresce violet]
COc1ccc(Cl)cc1C1=CC(=O)C[C@H](c2ccc(F)cc2)C1 | 91 | 8 | 111 | 108 | 2 | 98 | 87 | 98
CCNC(=S)Nc1ccc(Cc2nc3ccccc3[nH]2)cc1 | 101 | -5 | 95 | 103 | 0 | 105 | 99 | 109
CSc1nc(Cl)cc(Nc2ccc(O)cc2)n1 | x | 14 | 94 | 106 | 0 | 97 | 100 | 97
CN(C)CCN(C(=O)/C=C/c1cccs1)c1nc2ccc(Br)cc2s1 | 105 | 5 | 113 | 100 | 1 | 101 | 109 | 106
CCOc1ccccc1OCC(=O)N/N=C(\C)Cc1ccc(OC)cc1 | 93 | 3 | 100 | 94 | 0 | 97 | 98 | 113
Cc1nc2ccc(NC(=S)N3CCOCC3)cc2nc1C | 95 | 32 | 86 | 88 | 0 | 96 | 94 | 102

An excerpt from above in order of the GRK2 inh value, ascending.
SMILES	GRK2 inh
CS(=O)(=O)c1ccccc1C(=O)Nc1cc2c(cc1C(=O)O)OCCCO2	0
O=C(C1CCCN(S(=O)(=O)c2cnc[nH]2)C1)N1CCN(c2ccc(Cl)cc2)CC1 (stereo not drawn)	1
COc1ccc(Cl)cc1C1=CC(=O)C[C@H](c2ccc(F)cc2)C1	2

(further entries)
SMILES | CIT2-GFP yeast | VLA-4 inh | LAP4-GFP MLPCN | CR mimetic SO | GRK2 inh | RPL19A-GFP yeast | AGP1 TOR yeast | MEP2 TOR yeast
COc1cccc(C(c2c(NC(=O)c3ccco3)sc(C)c2C)N2CCOCC2)c1 (stereo not drawn) | 101 | 15 | 93 | 113 | 2 | 97 | 96 | 98
COc1ccc2nc(C)cc(N3CCOCC3)c2c1 | 96 | 4 | 102 | 91 | 1 | 98 | 98 | 104
CCOc1ccc(OCCCCN(C)C)cc1 | 104 | 8 | 98 | 94 | 3 | 96 | 97 | 99
CCOC(=O)c1ccc(NC(=O)N2CCc3ccccc3C2)cc1 | 92 | 4 | 81 | 84 | 0 | 109 | 86 | 100
CCCn1c(Nc2ccccc2)nc2ccccc21 | 106 | -24 | 100 | 111 | 0 | 98 | 100 | 100
CCn1cc(C(=O)NCCCN(C)c2ccccc2)c(=O)c2cc(S(=O)(=O)N(C)C)ccc21 | 106 | -3 | 108 | 95 | 0 | 102 | 113 | 120
Cn1c(N2CCN(c3ccccn3)CC2)nc2c1c(=O)n(Cc1ccc(Cl)cc1)c(=O)n2C | 103 | 5 | 109 | 93 | 0 | 101 | 107 | 104
O=C(O)CCCn1cc(NC(=O)COc2ccc(F)cc2)cn1 | 105 | 7 | 98 | 94 | 0 | 100 | 101 | 103
CCCNC(=O)COc1coc(CN2CCN(c3ccccc3OC)CC2)cc1=O | 101 | 14 | 102 | 95 | 3 | 100 | 102 | 104
Clc1ccccc1-c1nnc(-c2ccccc2Cl)o1 | 94 | 7 | 120 | 74 | 1 | 98 | 98 | 102
Cc1ccc(C2CC(c3ccc(Cl)cc3)n3nc(N)nc3N2)cc1 (stereo not drawn) | 110 | -19 | 105 | 110 | 0 | 101 | 103 | 98
O=c1oc(-c2ccccc2)nc2c1cnn2-c1ccccc1 | 101 | 10 | 108 | 104 | 7 | 102 | 100 | 109
COc1ccc(C(=O)OCC(=O)NC(=O)Nc2ccccc2F)c(OC)c1 | 100 | -10 | 95 | 86 | 0 | 109 | 101 | 108
COC(=O)c1cccc(COC(=O)c2ccc(N(C)C)cc2)c1 | 99 | 5 | 106 | 85 | 0 | 100 | 99 | 112
N=C1C(c2nc3ccccc3[nH]2)=C(O)CN1c1ccccc1 | 103 | 1 | 100 | 88 | 2 | x | 101 | 107
CN(CC(=O)Nc1cccc2ccccc12)C(=O)c1ccc(NC(=O)CC#N)cc1 | 99 | -7 | 106 | 90 | 0 | 98 | 103 | 100
COc1ccc(SC[C@H](Cc2ccccc2)N2CC[C@@H](C(C)(C)C)CCC2=O)cc1 | 102 | -6 | 109 | 94 | 0 | 98 | 98 | 96
COc1ccc(OC)c(-c2cc(C(=O)Nc3ccc(F)cc3F)no2)c1 | 92 | 7 | 104 | 96 | 1 | 103 | 104 | 103
O=C(CN1C(=O)C2C3C=CC(C3)C2C1=O)NCCC1=CCCCC1 (stereo not drawn) | 108 | -17 | 101 | 102 | 0 | 100 | 108 | 110
CC(=O)Oc1ccc(C(=O)Nc2cccnc2)cc1 | 97 | -14 | 93 | 103 | x | 102 | 90 | 100
CC(=O)Nc1ccc(Oc2ccc([N+](=O)[O-])cc2Cl)cc1 | 77 | 8 | 103 | 104 | 0 | 91 | 94 | 97
O=C(CN1CCC(O)(c2ccccc2)CC1)Nc1ccc2c(c1)OCCO2 | 94 | 5 | 95 | 96 | 0 | 94 | 91 | 90
CN(CCCC1CCCC1)C(=O)CC1C(=O)NCCN1Cc1ccc(F)cc1 (stereo not drawn) | 96 | -7 | 101 | 87 | 4 | 102 | 98 | 101
COc1cc2c(C#N)c(N3CCOCC3)nc(N)c2c(N)n1 | 107 | 7 | 98 | 97 | 0 | 102 | x | 100
CC(C)(C)c1ccc(Cn2ccc(-c3ccc4c(c3)OCO4)n2)cc1 | 101 | 2 | 88 | 109 | 1 | 98 | 102 | 101
COC(=O)c1cn(C(=O)c2cc(C)cc(C)c2)c2ccccc12 | 103 | -7 | 112 | 105 | 3 | 103 | 105 | 101
CCCN(C(=O)CSc1n[nH]c(-c2ccc(OC)cc2)n1)c1c(N)n(Cc2ccccc2)c(=O)[nH]c1=O | 114 | -9 | 109 | 115 | 3 | 104 | 110 | 118
Cc1cccc(NC(=O)CSCC(=O)OCc2ccccn2)c1 | 95 | 1 | 86 | 104 | 3 | 96 | 92 | 97
CSc1nnc(C)c(=O)n1COC(=O)/C=C/c1ccc2c(c1)OCO2 | 116 | -12 | 111 | 108 | 4 | 107 | 106 | 107
CC(=O)NC1=NN(C(C)=O)C(c2ccccc2)S1 (stereo not drawn) | 92 | 2 | 93 | 88 | 0 | 91 | 95 | 96
CCC(C(=O)Nc1cc(C)nn1-c1nc(C)cc(C)n1)c1ccccc1 (stereo not drawn) | 88 | 3 | 105 | 97 | 1 | 97 | 95 | 110
COc1cccc(C(=O)NC2=NCCS2)c1OC | 99 | 13 | 107 | 97 | 2 | 105 | 111 | 106
CCOC(=O)N1CCN(c2ccc(Cl)cc2)CC1 | 105 | 32 | 100 | 108 | 0 | 106 | 102 | 106
Cc1ccc(OCC(=O)N(Cc2ccccc2)C(C)C)c([N+](=O)[O-])n1 | 98 | x | 94 | 96 | 4 | 100 | 102 | 99
CC(c1ccccc1)c1nnc(N)s1 (stereo not drawn) | 100 | -5 | 99 | 102 | 0 | 107 | 101 | 99
COC(=O)[C@H](Cc1ccccc1)NC(=O)N1CCCCCC1 | 101 | 11 | 99 | 110 | 0 | 105 | 104 | 103
CN(CCc1ccccn1)C(=O)CC1C(=O)NCCN1Cc1ccccc1C(F)(F)F (stereo not drawn) | 95 | 20 | 107 | 100 | 0 | 96 | 108 | 98
Cc1cc(Br)c(NC(=O)COn2nnc3ccc(S(C)(=O)=O)cc32)c(Br)c1 | 106 | 17 | 100 | 96 | 0 | 99 | 103 | 104
O=C(CSc1nnc(-c2ccncc2)o1)Nc1cc(F)ccc1F | 101 | 13 | 109 | 92 | 0 | 112 | 103 | 111
COc1ccc2oc(C(=O)NC3(C)CCS(=O)(=O)C3)c(C)c2c1 (stereo not drawn) | 108 | -12 | 101 | 85 | 0 | 100 | 103 | 100
O=C(/C=C/c1ccc2c(c1)OCO2)N1CCN(c2ccc(Cl)cc2)CC1 | 98 | 36 | 94 | 94 | 1 | 97 | 91 | 102
O=C(CSc1ncccc1C(=O)O)c1ccc2ccccc2c1 | 97 | x | 109 | 105 | 0 | 103 | 104 | 106
O=C(COc1ccccc1C(=O)O)NC1CCCc2ccccc21 (stereo not drawn) | 88 | 2 | 100 | 97 | 0 | 93 | 102 | 95
NC(=O)c1ccc(NC(=O)c2ccc(CN3CCOCC3)cc2)cc1 | 97 | 10 | 95 | 98 | 0 | 91 | 92 | 99
O=C(Oc1ccc(C(=S)N2CCOCC2)cc1)c1ccc([N+](=O)[O-])cc1[N+](=O)[O-] | 91 | 2 | 98 | 99 | 13 | 101 | 117 | 103
N#Cc1c(-c2ccc(F)cc2)nc(-c2ccccc2)[nH]c1=O | 103 | 9 | 93 | 101 | 3 | 105 | 105 | 104
COc1ccc(C(=O)NC(=O)COC(=O)c2ccc(C)o2)cc1 | 99 | 2 | 105 | 87 | 4 | 102 | 97 | 105
Cc1ccc(-n2cc(-c3ccccc3)c3c(N4CCN(C)CC4)ncnc32)cc1 | 115 | 16 | 101 | 100 | 1 | 102 | 112 | 105
Cc1ccc(Cl)c(OCC(=O)NCc2ccco2)c1 | 113 | -6 | 111 | 86 | 2 | 108 | x | 109
O=C(NCCCN1CCOCC1)c1cccc(S(=O)(=O)Nc2cc(Cl)ccc2Cl)c1 | 82 | 0 | 88 | 124 | 1 | 94 | 91 | 95
O=C(CNC(=O)Cc1ccccc1)NCC(=O)OCC(=O)c1ccccc1Cl | 104 | -5 | 99 | 85 | 2 | 97 | 100 | 95
